# Compound activity (PubChem BioAssay)
# PLK1 PBD inh = qHTS for Inhibitors of PLK1-PDB (polo-like kinase 1 - polo-box domain): Primary Screen; AID 720504, 2013; Potency, µM, for inactives: max response, negative = inhibition, most hits filed as inhibitors; hit rate 2.8% among 360,000; Plk1 PBD binding of FITC phosphopeptide, fluorescence polarization; Serine/threonine-protein kinase PLK1 (Homo sapiens), P53350; also: potency is read from the fitted curve at half-maximal effect; series mostly up to about 57 µM; % is scaled to controls: 0 for no effect and ±100 for the full control effect; nearly all actives have a fitted effect of over 65% in size
# WRN helicase inh = qHTS for Inhibitors of WRN Helicase | Bifunctional 3'-5' exonuclease/ATP-dependent helicase WRN (Homo sapiens), Q14191 | WRN helicase unwinding, fluorescent forked duplex, kinetic | Potency, µM (highest dose often 114 µM), inactives show at the highest dose activity change, negative = inhibition, most hits filed as inhibitors | hit rate 0.46% among 360,000 | AID 651768, 2012; also: potency is read from the fitted curve at half-maximal effect; % is scaled to controls: 0 for no effect and ±100 for the full control effect; nearly all actives have a fitted effect of over 55% in size
# Target sequence (Q14191 whole entry, looked up): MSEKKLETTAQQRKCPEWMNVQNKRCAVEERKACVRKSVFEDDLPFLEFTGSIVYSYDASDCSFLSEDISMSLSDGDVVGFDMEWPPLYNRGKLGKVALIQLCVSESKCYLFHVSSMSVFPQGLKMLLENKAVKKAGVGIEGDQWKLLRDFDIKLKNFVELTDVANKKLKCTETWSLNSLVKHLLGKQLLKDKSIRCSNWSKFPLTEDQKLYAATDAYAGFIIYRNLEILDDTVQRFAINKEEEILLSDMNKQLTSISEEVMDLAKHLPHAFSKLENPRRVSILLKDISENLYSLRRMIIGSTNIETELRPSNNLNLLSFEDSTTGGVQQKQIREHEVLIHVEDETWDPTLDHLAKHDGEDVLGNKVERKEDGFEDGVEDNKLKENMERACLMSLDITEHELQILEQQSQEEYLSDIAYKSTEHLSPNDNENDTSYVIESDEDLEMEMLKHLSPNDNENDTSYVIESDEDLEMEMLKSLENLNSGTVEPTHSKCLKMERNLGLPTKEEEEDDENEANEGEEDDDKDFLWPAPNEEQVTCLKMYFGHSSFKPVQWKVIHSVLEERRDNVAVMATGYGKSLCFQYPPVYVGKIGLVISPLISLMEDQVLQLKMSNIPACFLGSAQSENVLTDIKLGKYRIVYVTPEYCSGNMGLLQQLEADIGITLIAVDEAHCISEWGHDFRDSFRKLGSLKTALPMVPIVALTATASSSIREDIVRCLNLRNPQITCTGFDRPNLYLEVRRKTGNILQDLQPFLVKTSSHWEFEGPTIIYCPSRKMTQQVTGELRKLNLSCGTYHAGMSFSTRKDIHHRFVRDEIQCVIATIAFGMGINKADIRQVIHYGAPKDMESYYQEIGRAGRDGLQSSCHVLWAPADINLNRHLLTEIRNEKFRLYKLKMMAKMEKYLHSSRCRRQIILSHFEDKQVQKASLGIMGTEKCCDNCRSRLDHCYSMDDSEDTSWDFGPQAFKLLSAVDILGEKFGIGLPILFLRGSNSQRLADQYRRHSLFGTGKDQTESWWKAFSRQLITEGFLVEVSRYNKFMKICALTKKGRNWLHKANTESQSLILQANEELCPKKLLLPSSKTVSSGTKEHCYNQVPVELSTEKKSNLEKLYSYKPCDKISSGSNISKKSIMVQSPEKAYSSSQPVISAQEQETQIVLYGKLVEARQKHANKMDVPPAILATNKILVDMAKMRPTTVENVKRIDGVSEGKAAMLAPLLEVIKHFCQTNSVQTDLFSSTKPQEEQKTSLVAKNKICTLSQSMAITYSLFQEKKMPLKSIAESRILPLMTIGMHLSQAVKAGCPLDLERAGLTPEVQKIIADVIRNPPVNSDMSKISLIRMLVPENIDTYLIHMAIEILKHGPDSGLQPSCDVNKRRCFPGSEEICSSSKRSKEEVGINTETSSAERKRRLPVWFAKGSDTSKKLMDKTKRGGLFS
#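 Kinetic fluorescence helicase assay: unwinding of a quenched forked DNA duplex (100 nM final) with 2 mM ATP final raises red fluorescence (525/598 nm). Compounds sat 15 min at room temperature with 20 nM WRN beforehand.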
# EPAC1 antagonist = qHTS for Antagonist of cAMP-regulated guanine nucleotide exchange factor 3 (EPAC1): primary screen | Rap guanine nucleotide exchange factor 3 (Homo sapiens), O95398 | EPAC1 GEF assay, Rap1b-BODIPY-GDP exchange fluorescence | Potency, µM (highest dose often 115 µM), inactives show at the highest dose activity change, negative = inhibition, hits mostly inhibitors | hit rate 0.14% among 360,000 | AID 720709, 2013;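 also: potency is read from the fitted curve at half-maximal effect; plate controls were vehicle for no effect and positive control for full effect; nearly all actives have a fitted effect of over 50% in size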
# CCT chaperon mod = High-Throughput Screening for Modulators of Cytosolic Chaperonin Activity; purified chaperonin ATPase assay, HTRF ADP detection, 30 min; activity change, % (no concentration beside the values), hits read low; hit rate 0.3% among 360,000; in the data active = activity change below about -30%; also: % is scaled to controls: 0 for no effect and ±100 for the full control effect
#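 Enzyme 40 or 20 nM (batch-dependent) in Tris pH 7.4/KCl/MgCl2/DTT; cpd 76 uM single point; ATP 10 uM; 30 min 37 °C; Transcreener ADP HTRF detection, 30 min RT; ratio 665/615.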
# EPAC2 agonist = qHTS for Agonist of cAMP-regulated guanine nucleotide exchange factor 4 (EPAC2): primary screen. AID 720711, 2013. EPAC2 activation, biochemical qHTS; response scale: 100% = 6.5 mM cAMP response. Potency, µM (highest dose often 154 µM), inactives show at the highest dose activation, usual class: activators. hit rate 0.079% among 360,000; also: potency is read from the fitted curve at half-maximal effect; nearly all actives have a fitted effect of over 50% in size
#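 EPAC2 (100 nM) mixed with Rap1B loaded with BODIPY-GDP (250 nM) plus 50 uM unlabeled GDP; compounds pinned in, 5 min RT, then read every 5 min for 30 min (ex 480, em 540 nm). Normalized to cAMP control.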
# PI5P4K alpha inh = qHTS for Inhibitors of phosphatidylinositol 5-phosphate 4-kinase (PI5P4K). max response, %. PI5P4Kalpha enzyme, ADP-Glo luminescence, 60 min; active compounds read low. hit rate 1.2% among 330,000. Phosphatidylinositol 5-phosphate 4-kinase type-2 alpha (Homo sapiens), P48426; active = max response of -50% or lower; inconclusive = between -30% and -50%; inactive = -30% or higher; also: value at the top dose of about 77 µM; % is scaled to controls: 0 for no effect and ±100 for the full control effect
#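 Quantitative HTS of the MLSMR library against PI5P4Kalpha with substrate. ATP added last at 5 microM final; room temperature, 60 minutes. Remaining ATP depleted, ADP converted and read as luminescence.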
# IL-2 act = qHTS of IL-2 Activators | IL-2 activation reporter assay, cell-based qHTS; stimulated with anti-CD3/CD4/CD28 beads; in transgenic mouse T cells | hit rate 0.065% among 360,000 | activation, % (series mostly up to about 46 µM) | AID 652025, 2013; in the data active = activation above about 50%; inconclusive = mostly about 30% to 49%; also: 0% is about no effect
#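 Unstimulated transgenic mouse T cells; 60-min compound exposure; bead-based TCR/CD4/CD28 stimulation; 18 h culture, 37 degrees C; dual fluorescence (EGFP, DsRed) plate cytometry.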
# EPAC1 ag = qHTS for Agonist of cAMP-regulated guanine nucleotide exchange factor 3 (EPAC1): primary screen; Rap guanine nucleotide exchange factor 3 (Homo sapiens), O95398; EPAC1 agonist qHTS, biochemical assay; response scale: 100% = response to 6.5 mM cAMP; Potency, µM (highest dose often 154 µM), inactives show at the top dose activation, hits mostly activators; hit rate 0.073% among 360,000; AID 720707, 2013; also: potency is read from the fitted curve at half-maximal effect; nearly all actives have a fitted effect of over 60% in size
#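 Compounds were pinned as a concentration titration into mixtures of EPAC1 (100 nM), BODIPY-GDP-loaded Rap1B (250 nM) and GDP (50 uM). After 5 min at room temperature, fluorescence was followed for 30 min; activity was scaled to 6.5 mM cAMP.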
# * hit, by the source's call; u = inconclusive; x = no result given; [ ] = dose if it differs, or a comment. Unless noted, calls follow the shape of the dose curve; as a rule, active = well fitted curve in the direction sought with a large enough effect; inconclusive = small, poorly fitted or top-dose-only effect, or another doubt; inactive = no such curve, though single readings can be large; an effect the other way counts as inactive or inconclusive. Some of the compounds tested (hit frequency here may not be typical).
# Below each compound: PLK1 PBD inh	WRN helicase inh	EPAC1 antagonist	CCT chaperon mod	EPAC2 agonist	PI5P4K alpha inh	IL-2 act	EPAC1 ag
> COc1ccc(NC2CCCN(C(=O)CCc3ccccc3F)C2)cc1 (stereo not given)
→ -10%	-3%	-4%	-0.5	7%	-7	-1.9	-8%
> Cc1c(NC(=O)Nc2cccc(Cl)c2)c(=O)n(-c2ccccc2)n1C
→ -2%	1%	11%	-1.4	-7%	x	-2.4	1%
> COc1ccccc1CCNC(=O)c1ccc(NC(=O)CC2SC(N3CCCC3)=NC2=O)cc1 (stereo not given)
→ -12%	-5%	6%	-0.9	1%	-5	2.3	-5%
> COc1ccc2cc(C(=O)Nc3c(C)n(C)n(-c4ccccc4)c3=O)sc(=O)c2c1OC
→ -3%	-3%	-12%	-2.0	6%	-1	0.9	-3%
> Cc1cc(NC(=O)Nc2ccccc2)n(C(C)(C)C)n1
→ -9%	5%	-18%	-2.6	12%	-5	-1.6	9%
> COCCCNC(=O)c1cc(Nc2ccc(OC)cc2OC)nc2ccccc12
→ -10%	3%	2%	-0.2	3%	3	1.9	-6%
> O=C(NCc1nnnn1-c1ccc(Cl)cc1)c1ccc(Br)o1
→ 4%	-7%	-19%	-1.5	0%	4	1.0	-2%
> COC(=O)[C@H](Cc1ccc(O)cc1)NCCCn1cnc(C(=O)Nc2ccc(C)c(C)c2)n1
→ -10%	4%	-4%	-1.5	7%	4	-0.8	-6%
> O=C(NC(=S)Nc1ccccc1C(=O)O)c1ccc(-c2ccc(Br)cc2)o1
→ 13µM*	-14%[11.6 µM]	-26%	0.1	2%	u	-4.3	-16%
> Cc1ccc(S(=O)(=O)N(C)Cc2ccccc2)cc1C(=O)N1CCCCC1
→ -14%	-25%	-12%	-2.0	13%	10	1.8	-6%
> COc1cccc(-c2c(-c3cc(OC)cc(OC)c3)n(C)c3ccc(-c4ccc5cc[nH]c5c4)cc23)c1
→ -16%	-25%	-6%	-0.4	3%	5	-1.6	-10%
> CC(C)c1ccc(NC(=O)NC(C)c2ccc3c(c2)OCO3)cc1 (stereo not given)
→ -3%	-28%	u	-0.4	7%	5	-3.6	16%
> CC1CCc2c(sc(NC(=O)CSc3nc(N)cc(=O)[nH]3)c2C(N)=O)C1 (stereo not given)
→ -7%	-9%	-11%	1.4	2%	u	-0.3	-1%
> CCC(=O)NC(=S)Nc1ccc(S(=O)(=O)NC(C)C)cc1
→ -2%	4%	8%	0.4	-5%	x	-0.3	-5%
> CCOc1ccc(CCNC(=O)CCn2ccc3cc(S(=O)(=O)N4CCCC4)ccc32)cc1
→ u	-2%	13%	-0.7	9%	-3	-3.1	4%
> CC(C)CCC(=O)N1CCOC1=O
→ 1%	4%	-13%	0.6	0%	-2	-1.6	-9%
> CC(C)CCn1c(SC(C)C(=O)NC2CC2)nc2ccccc2c1=O (stereo not given)
→ -1%	-6%	-15%	-1.3	-2%	-6	-1.3	-2%
> O=C(O)c1cc(N/N=C/c2ccc(N3CCOCC3)cc2)ccc1Cl
→ -23%	u	13%	1.6	9%	-28	-0.7	-1%
> COc1ccccc1NC(=O)CCC(=O)OCc1ccc(Cl)cc1
→ -4%	5%	-13%	-1.4	8%	-7	-2.1	-3%
> NC(=S)Nc1cccc2[nH]ccc12
→ 2%	1%	2%	-2.8	5%	-1	-2.3	3%
> CC1CCCN(CCCNC(=O)C2CCCN(c3ncnc4c3nc3n4CCCCC3)C2)C1 (stereo not given)
→ -15%	-2%	1%	-0.5	-4%	0	-0.8	5%
> O=C(Nc1ccc(N2CCCC2)cc1)c1cc([N+](=O)[O-])ccc1N1CCOCC1
→ -12%	-2%	-9%	-1.5	11%	2	-3.5	4%
> CS(=O)(=O)N(CCc1ccccc1)CC(=O)NCc1ccc(Cl)cc1
→ u	-16%	0%	-2.1	5%	-2	1.7	8%
> OCCC1CN(Cc2nc(-c3ccccc3)cs2)CCN1Cc1ccc(F)cc1 (stereo not given)
→ -1%	5%	-26%	0.2	6%	-8	-3.7	-2%
> COc1ccc(-n2c(C)c(C)c3c(NCCN(C)C)ncnc32)cc1
→ -6%	10%	-27%	1.6	8%	7	4.9	-3%
> Cc1cc(C)n(CC(=O)Nc2ccc([N+](=O)[O-])cc2)n1
→ 2%	3%	3%	0.5	-8%	0	1.7	-2%
> Cc1noc(C)c1CSCC(=O)N(C)CC(=O)Nc1ccc(Cl)c(Cl)c1
→ -5%	-6%	-2%	-1.4	-5%	1	-0.2	-1%
> Cc1ccc(S(=O)(=O)NCc2c(-c3ccccc3)noc2C)cc1
→ -3%	-4%	-9%	-1.1	10%	7	-3.0	2%
> FC(F)(F)c1cccc(NC(=S)NNC(=S)NCc2ccccc2)c1
→ u	-35%	-8%	2.0	12%	x	-2.0	23%
> COc1ccc(NC(=O)COC(=O)c2cc(C)oc2C)cc1OC
→ -6%	-5%	-11%	1.8	-3%	2	-0.1	19%
> O=C(Nc1ccccc1N1CCCC1)C1CCCO1 (stereo not given)
→ -11%	-10%	-3%	-13	-6%	5	2.5	-54%[inhibitor]
> O=C(O)c1cccc(S(=O)(=O)NCCc2ccccc2)c1
→ 30µM*	4%[57.1 µM]	8%	-1.5	7%	4	0.3	-6%
> O=S1(=O)CCN(c2ccccc2CC(c2c[nH]c3ccccc23)c2c[nH]c3ccccc23)CC1
→ -2%	-6%	5%	-2.5	7%	4	3.1	9%
> CONc1nc(NC(C)(C)C)nc(OCC#N)n1
→ 3%	-17%	-2%	-3.0	2%	1	-0.1	-4%
> COC(=O)c1ccc(N(CC(=O)NC2CCCC2)C(=O)CNC(=O)c2cccs2)cc1
→ -12%	-3%	2%	-3.0	6%	5	-0.7	4%
> O=C(Nc1nc2ccccc2[nH]1)c1ccccc1[N+](=O)[O-]
→ -11%	-8%	0%	-0.1	0%	-8	1.3	1%
> CC1=C(C#N)c2nc(N)c(C#N)c(C)c2/C1=C\c1ccc(OCC(=O)O)c(Cl)c1
→ 8.4µM*	u	u	-0.7	7%	u	0.9	2%
> COc1ccccc1N1CCN(C(=O)c2cc(=O)c3cc(C)ccc3o2)CC1
→ -2%	7%	0%	0.0	-5%	-2	0.1	-13%
> Cc1nn(C(=O)CCC(=O)NCc2ccccc2Cl)c2ccccc12
→ -18%	3%	-4%	-2.3	3%	2	-0.8	10%
> COc1ccc(N2CC(C(=O)N3CCN(S(=O)(=O)c4ccc(F)c(F)c4)CC3)CC2=O)c(OC)c1 (stereo not given)
→ 6%	2%	11%	-2.5	1%	-2	-1.7	5%
> COc1ccc(CC(=O)Nc2ccc(N3CCOCC3)cc2)cc1S(=O)(=O)N1CCOCC1
→ -13%	1%	7%	-2.6	11%	0	-2.6	10%
> O=c1c(Cc2ccc(F)cc2)c(O)ccn1C1CC1
→ -10%	6%	-1%	-0.4	-1%	0	-1.8	0%
> COc1cc2nc(Cl)nc(N3CCOCC3)c2cc1OC
→ -12%	0%	-15%	-1.2	11%	12	0.6	-4%
> FC(F)(F)c1cnc(C(c2ccccc2)c2ncn[nH]2)c(Cl)c1 (stereo not given)
→ -15%	0%	-12%	-9.8	9%	3	-2.3	-3%
> N=c1c2c(n(Cc3cccc(Cl)c3)c3c1CCC3)CCCC2
→ -12%	6%	19%	0.2	7%	x	-3.2	7%

# 3 entries already listed, arranged by SMILES length, rising.
# Below each compound: PLK1 PBD inh	WRN helicase inh	EPAC1 antagonist	CCT chaperon mod	EPAC2 agonist	PI5P4K alpha inh	IL-2 act	EPAC1 ag
> COc1cc2nc(Cl)nc(N3CCOCC3)c2cc1OC
→ -12%	0%	-15%	-1.2	11%	12	0.6	-4%
> COc1ccc(CC(=O)Nc2ccc(N3CCOCC3)cc2)cc1S(=O)(=O)N1CCOCC1
→ -13%	1%	7%	-2.6	11%	0	-2.6	10%
> COc1ccc(N2CC(C(=O)N3CCN(S(=O)(=O)c4ccc(F)c(F)c4)CC3)CC2=O)c(OC)c1 (stereo not given)
→ 6%	2%	11%	-2.5	1%	-2	-1.7	5%

# Further records.
# Below each compound: PLK1 PBD inh	WRN helicase inh	EPAC1 antagonist	CCT chaperon mod	EPAC2 agonist	PI5P4K alpha inh	IL-2 act	EPAC1 ag
> Cc1ccc(S(=O)(=O)N2CCN(C(=O)c3ccccc3Cc3ccccc3)CC2)c(C)c1
→ 0%	4%	-30%	-0.8	13%	-8	-1.7	-1%
> CC1(C)CC(=O)C2=C(C1)N(c1ccc(F)cc1)C(=O)CC2c1ccsc1 (stereo not given)
→ -2%	-8%	-18%	-0.9	6%	-7	-2.5	2%
> COC(=O)CC1SC(=O)NC1=Nc1ccc(C)cc1 (stereo not given)
→ -6%	-5%	7%	-0.8	11%	x	1.1	-4%
> Fc1cc(F)c(F)c(SCCc2ccncc2)c1F
→ u	2%	5%	0.5	4%	x	-1.5	13%
> O=C(Nc1ccccc1)N(CCCN1CCOCC1)Cc1cccs1
→ 3%	0%	-9%	0.1	13%	0	-1.1	1%
> N#Cc1ccccc1OCC(=O)Nc1ccc2c(c1)OCCCO2
→ -3%	-27%	-27%	2.5	2%	2	-4.7	-3%
> Cc1ccc(OC(C)C(=O)Nc2ccc3c(c2)n(C)c(=O)n3C)cc1C (stereo not given)
→ -6%	4%	-1%	0.2	0%	-1	-2.3	1%
> CCC1(CC)C(=O)C(C)(C)C(=O)OC1c1cccs1 (stereo not given)
→ -3%	-2%	0%	-3.8	9%	9	-0.2	-3%
> O=C(COc1ccc(F)cc1)NNC(=O)Cn1ccc(C(F)(F)F)n1
→ 4%	-2%	0%	0.7	-2%	9	5.5	-11%
> Cc1nc2cc(S(=O)(=O)C(F)(F)F)ccc2s1
→ -8%	-11%	-1%	-2.8	2%	0	-3.2	1%
> COC(=O)c1ccccc1NC(=O)CSc1ncn[nH]1
→ -14%	-7%	-8%	0.0	9%	-6	-0.1	6%
> CSc1ccc(-c2nc(CSCC(=O)NCCCN3CCCC3=O)c(C)o2)cc1
→ -9%	-3%	9%	0.5	-10%	0	-1.0	-9%
> CCc1nnc(NC(=O)CCC(=O)NC2CCCCCC2)s1
→ -4%	5%	-12%	0.6	6%	3	-2.4	-10%
